ER stress rescue: protection against thapsigargin-triggered cell killing – 384-well, CSM14.1, ATP luminescence, primary screen (AID 1222). cellular ATP content (survival), % at 20 µM; hits with a dose series show EC50 in µM. CSM14.1 thapsigargin-induced death rescue, ATP luminescence; higher % means a stronger effect. 190,000 tested, under 10 active;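 active means EC50 below 50 µM in the dose-response confirmation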;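 further: death triggered by thapsigargin at about 15 µM added after 2 h compound pretreatment; cell ATP read after overnight thapsigargin exposure of roughly 18 to 22 hours; normalized against plate controls of thapsigargin alone and 5% DMSO vehicle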
Dynein cargo inh: dynein cargo transport inhibition; 3617.4 mouse cells, GR-EGFP nuclear translocation imaging; test concentration mostly 20 µM; stimulated with dexamethasone, 1 µM; hits give low values; z-score, hits read low; 0.47% of 220,000 active;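 active means plate z-score of nuclear minus cytoplasmic receptor signal below a set negative limit, without overly bright fluorescence or cell loss, cut at about -3.5 in these data, passing the limit was not always enough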;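 further: z-score of nuclear minus cytoplasmic ring GR-EGFP intensity difference per well; some compounds called inactive have numbers as strong as hits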
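Buffer or medium: Induction medium lacking tetracycline, stripped serum | Also added: Dexamethasone agonist, 1.0 µM final, for 30 min | Timing: 48 h induction, 1 h compound, 30 min dex at 37 °C | Detection: Formaldehyde fixation, Hoechst nuclear stain, 10x automated fluorescence imaging | Measure: Nuclear versus cytoplasmic GR-EGFP signal, averaged per well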
Autophagy HCS: alters autophagy in cells | 0.98% of 190,000 active | calls only at 10 µM (by protocol) | AID 463193 | MEF GFP-LC3 puncta imaging; test concentration mostly 10 µM;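 active means percentage of spot-positive cells more than 3 SD above its plate mean, without a fluorescence outlier flag or 80% toxicity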;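 further: spot-positive cell cutoff set from DMSO-treated cells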
Ins promoter up: MIN6 insulin promoter up-regulation; MIN6 insulin promoter-GFP reporter, high-content imaging; hits give high values; z-score at 5 µM; 0.3% of 190,000 active;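 active means z-score above 3 at 5 µM with at least 500 cells counted in the well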
M17LAP inhibition: P. falciparum M17LAP inhibitors, primary screen, biochemical, fluorogenic H-Leu-NHMec substrate, 1536-well (AID 1619); recombinant M17LAP, H-Leu-NHMec fluorogenic kinetic assay; higher % means a stronger effect; 0.38% of 220,000 active; inhibition, % at 30 µM, or IC50 in µM where a hit was titrated;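 active means compound inhibiting the enzyme by more than half at any dose during confirmatory dose-response retesting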;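 further: plate controls were full reaction with DMSO carrier for no effect and no enzyme background for full effect; strong numbers were not always called active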
Hep lipid drop: hepatic lipid droplet formation modulation; AML12 mouse hepatocytes, oleate lipid droplets, BODIPY imaging; inhibition, % at 6.5 µM; 0.4% of 240,000 active;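 active means lipid droplet intensity inhibited by at least 50%, with more than 500 cells counted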
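Test system: AML12 hepatocytes (mouse); reagent: oleate loading, 100 µM; dosing: one dose, 6.5 µM compound; incubation: overnight exposure; signal: fluorescence imaging, 20x objective, two fields per well; read-out basis: % inhibition of corrected integrated BODIPY droplet signal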
Yfh1-depleted yeast: mitochondrial function rescue without frataxin homolog – Friedreich's ataxia, plus single-dose screen, dose response (AID 1465). S. cerevisiae Yfh1-off respiration, WST-1 reduction, 72 h; higher fold induction means a stronger effect. fold induction at 50 µM, or EC50 in µM where a hit was titrated. 0.074% of 220,000 active;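 active means fold induction of absorbance versus untreated yeast above a set limit, then at least 30% activation at any dose in follow-up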;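 further: activators that raise dye reduction in frataxin-depleted yeast; strong numbers were not always called active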
MT stabilize HCS: microtubule stabilizers in HeLa cells; HeLa tubulin immunostaining HCS, 24 h; share of cells brighter than vehicle mean+2SD; % tubulin-high responders, % at 10 µM; 0.83% of 200,000 active; AID 2205;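 active means plate Z-score above 3 for both tubulin-high and condensed-nucleus cell shares, with cell loss under 80%, at 10 µM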;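 further: anti alpha tubulin signal scored within the nucleus-defined area of each cell; some results filed as inactive read as strong as hits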
M1AAP inhibition: P. falciparum M1AAP inhibitors, biochemical, fluorogenic H-Leu-NHMec substrate, 1536-well (AID 1445); recombinant M1AAP, H-Leu-NHMec fluorogenic kinetic assay; higher % means a stronger effect; inhibition, % at 30 µM; hits with a dose series show IC50 in µM; 0.42% of 220,000 active;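 active means primary inhibition above the hit cutoff, then over 50% inhibition at one or more dose response concentrations, cut at about 23% in these data, passing the limit was not always enough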;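 further: plate controls were DMSO full reaction for no effect and no enzyme background for full effect; strong numbers were not always called active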
Dynein cargo inh cytoplasmic EGFP: also measured in Dynein cargo inh; calls as there; z-score; measured here: cytoplasmic GR-EGFP intensity; hits give high values
Dynein cargo inh nuclear GR-EGFP: also measured in Dynein cargo inh; calls as there; z-score; measured here: nuclear GR-EGFP intensity;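 lower value marks the stronger effect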
Dynein cargo inh cell count: recorded beside Dynein cargo inh, whose call it bears; z-score; measured here: cell count per field
Ins promoter up cell count: second read-out of Ins promoter up, no call of its own (marks repeat the call); cell count; measured here: cytotoxicity, nuclei count;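 total cells summed across four imaged fields per well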
Hep lipid drop cells 6.5 µM: recorded beside Hep lipid drop, whose call it bears; cell count; measured here: cell count, cytotoxicity flag;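 cells counted across two imaged fields per well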
MT stabilize HCS Hoechst-high %: also measured in MT stabilize HCS; calls as there; % Hoechst-high responders; measured here: nuclear condensation Hoechst responders;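 share of cells brighter than vehicle mean plus two SD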
MT stabilize HCS cytotoxicity %: also measured in MT stabilize HCS; calls as there; toxicity, %; measured here: cytotoxicity by cell density;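 0% = mean cell density of plate MIN control wells and 100% = no cells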
Autophagy HCS cell loss 18 h: second read-out of Autophagy HCS, no call of its own (marks repeat the call); toxicity, %; measured here: cell loss, nuclei count;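 cell loss after 18 h compound exposure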
An asterisk follows results filed as active; i = inactive; . = not tested or not shown.

SMILES	ER stress rescue	Dynein cargo inh	Dynein cargo inh cytoplasmic EGFP	Dynein cargo inh nuclear GR-EGFP	Dynein cargo inh cell count	Autophagy HCS	Autophagy HCS cell loss 18 h	Ins promoter up	Ins promoter up cell count	M17LAP inhibition	Hep lipid drop	Hep lipid drop cells 6.5 µM	Yfh1-depleted yeast	MT stabilize HCS	MT stabilize HCS Hoechst-high %	MT stabilize HCS cytotoxicity %	M1AAP inhibition
S=C(Nc1ccc2c(c1)OCO2)N1CCN(Cc2ccco2)CC1	1.4%	-0.099	-0.3	0.22	0.11	i	-11	-0.64	1334	-4%	0	744	i	3.6	1.4	0.5	8%
Cc1ccc(SCCC(=O)N/N=C/c2cccnc2)cc1	-1.4%	-0.17	-0.26	0.088	0.17	i	3	0.01	1111	14%	7	719	i	2.3	2.1	7.5	2%
CC1CCCCN1C(=O)Cn1c(=O)n(CCC(=O)NCc2ccco2)c(=O)c2sccc21 (centres undefined)	0.2%	-0.36	-0.17	-0.1	0.18	i	14	-0.16	1477	7%	.	.	i	1.2	2.0	4.5	8%
CC(C)=CCc1c(O)ccc(C(=O)Cc2ccccc2)c1O	-1.2%	0.21	-0.23	0.34	-0.099	i	0	0.87	1255	-10%	6	794	i	1.7	1.2	2.9	7%
CCC(c1nnnn1CCOC)N1CCN(c2cccc(C(F)(F)F)c2)CC1 (centres undefined)	0.7%	-0.68	-0.2	-0.39	0.51	i	-8	-0.85	1118	0%	.	.	i	3.8	2.7	5.6	6%
Cn1nnnc1SCc1nc2ccccc2[nH]1	0.2%	-0.57	-0.14	0.066	0.46	i	1	0.48	1520	-3%	.	.	i	4.3	1.8	9.1	-2%
CCOC(=O)C(Cc1ccc(OC)c([N+](=O)[O-])c1)NC(=O)CCC(=O)Nc1ccc(OC)cc1 (centres undefined)	-1.4%	1.3	-0.25	0.23	-0.45	i	16	-0.37	1418	-6%	-6	643	i	2.7	1.9	15	3%
COc1cccc(CSc2nc3cc4c(cc3cc2C)OCCO4)c1	-2.0%	-0.35	-0.29	-0.42	0.36	i	-8	-0.17	1358	-3%	-37	552	i	3.3	3.6	0.3	0%
Fc1ccccc1N1CCN(C(c2cccs2)c2nnnn2CCc2ccccc2)CC1 (centres undefined)	-0.9%	-0.91	-0.045	-0.41	0.48	i	3	.	.	2%	.	.	.	2.7	2.9	11	-14%
COc1ccc(CN2CCCC(C(=O)c3ccc(Cl)cc3)C2)cc1Cn1cccn1 (centres undefined)	5.7%	-0.68	-0.31	-0.53	1	i	6	-0.46	1289	-5%	-26	611	i	2.4	3.0	3.2	-4%
Cc1ccc(C)c(Cn2nnc3c(=O)[nH]c(C4CCCN(C(=O)C5CCCCC5)C4)nc32)c1 (centres undefined)	-0.4%	-0.28	-0.2	-0.18	0.15	i	4	-1.2	1375	3%	-4	801	i	1.2	1.5	12	7%
Cc1ccc(C(=O)N/N=C/c2ccc([N+](=O)[O-])s2)cc1	-1.6%	-1.5	0.73	-0.43	-0.27	i	24	-1.2	1516	3%	.	.	i	4.0	1.0	2.2	-5%
c1ccc2c(c1)[nH]c1c(N3CCOCC3)ncnc12	-2.0%	-0.89	-0.2	-0.31	1	i	-8	.	.	18%	-18	618	i	1.5	3.6	7.8	10%
CCOC(=O)C1(Cc2ccc(OC)cc2)CCN(C(=O)CCc2cccnc2)CC1	1.7%	-0.21	-0.2	0.21	0.63	i	-13	-0.08	1478	-10%	-8	671	i	.	.	.	4%
O=C(Nc1ccncc1)c1cccc(F)c1	0.3%	-0.66	-0.25	-0.45	0.63	i	-5	-0.21	1215	6%	0	774	i	5.4	0.2	73	2%
O=C(O)c1ccc(N2CCOCC2)c(N2C(=O)C3C4C=CC(C4)C3C2=O)c1 (centres undefined)	0.8%	-0.31	-0.21	-0.38	0.51	i	11	.	.	8%	-16	698	i	3.4	3.0	9.5	5%
CC(C)(C)c1nc2ccc([N+](=O)[O-])cc2[nH]1	-0.4%	-0.75	0.017	-0.51	0.092	i	9	0.02	1159	22%	2	722	i	1.6	2.1	4.9	13%
Cc1oc(-c2ccccc2)nc1CS(=O)CC(=O)O (centres undefined)	0.6%	0.61	-0.04	0.49	-0.43	i	3	-0.12	871	32%	.	.	i	3.4	2.3	3.0	16%
CCOC(=O)C1=NN(c2ccccc2)C(c2ccccc2)CC1=O (centres undefined)	-3.1%	-0.11	-0.22	-0.072	0.59	i	-2	.	.	13%	-27	739	i	5.1	2.2	1.8	6%
Cn1c(SCc2cccnc2)nnc1-c1c[nH]c2ccccc12	-0.8%	-1	-0.24	-0.47	0.91	i	9	1.2	771	9%	.	.	i	2.7	5.0	7.2	-5%
CCn1nnnc1Oc1ccc(Cl)cc1	-0.2%	0.74	0.22	1.4	-1.2	i	-2	-0.08	1881	-6%	-6	641	i	1.9	1.6	3.2	10%
O=C(NN1C(=O)C2CCCCC2C1=O)c1ccco1 (centres undefined)	.	-0.58	-0.24	-0.28	0.34	.	.	0.56	1022	-1%	6	728	i	.	.	.	3%
CN1CCCN(C(=O)c2ccc(Cl)c(S(=O)(=O)N(C)c3ccccc3)c2)CC1	-1.5%	0.96	-0.36	0.69	-1.4	i	6	0.01	1191	11%	.	.	i	7.1	1.6	12	8%
CSc1nsc(NC(=O)Cc2ccccc2)n1	-2.0%	-0.49	-0.23	-0.2	-0.37	i	3	-0.04	1048	8%	-28	772	i	1.3	1.4	8.5	3%
COC(=O)[C@@H]1C2CCC(C(=O)Nc3ccccc3)(CC2)[C@@H]1C(=O)OC	-1.2%	1.9	0.039	0.64	-0.48	i	8	-0.12	1962	-6%	0	631	i	2.2	1.7	6.7	-3%
Cc1csc(SCC(=O)NC23CC4CC(CC(C4)C2)C3)n1	0.4%	1.1	-0.14	0.8	-0.8	i	28	0	1013	-4%	1	747	i	2.2	1.4	4.8	-2%
CC(NS(=O)(=O)c1ccc(OCC(=O)N2CCOCC2)cc1)c1ccccc1 (centres undefined)	-4.4%	-0.55	-0.22	-0.86	-0.011	i	-5	0.09	1267	3%	3	777	i	2.5	1.6	4.2	6%
COc1ccc(-c2nc(-c3ccc(O)cc3O)cs2)cc1OC	-2.3%	-0.14	-0.28	0.15	0.68	i	12	-3.7	1202	12%	13	670	i	3.7	4.6	1.7	3%
CCS(=O)(=O)Nc1ccc(-c2cc(-c3ccccc3)c3cc(C)ccc3n2)cc1	-1.5%	1	-0.053	0.65	-1.9	i	41	0.56	1478	-7%	-6	606	i	4.7	1.7	13	0%
CS(=O)(=O)N1CCC(C(=O)N2CCN(c3ccccc3)CC2)CC1	0.5%	-0.75	-0.32	-0.29	0.92	i	18	.	.	-2%	0	699	i	1.6	1.0	1.8	-1%
COc1cc(C(=O)NNC(=O)c2cc(C)[nH]n2)cc(OC)c1OC	0.5%	0.49	-0.17	0.98	-1.4	i	12	0.07	1477	9%	8	691	i	3.5	1.6	18	-2%
CCOC(=O)c1c(C)[nH]c(C(=O)Cn2nnc(-c3ccc(Cl)cc3)n2)c1C	0.6%	-0.55	-0.19	-0.16	0.33	i	10	-0.16	1053	-6%	.	.	i	2.1	1.3	3.4	4%
CNC(=O)NNC(=O)c1csc(-c2ccc(C(F)(F)F)cc2Cl)n1	.	-0.26	-0.22	0.32	1.2	.	.	0.3	928	0%	-1	686	i	.	.	.	-7%
Cc1ccc(N=Nc2c(O)[nH]c3ccc(F)cc23)cc1	.	1.9	0.019	0.95	-0.45	.	.	0.18	1304	-4%	35	735	i	.	.	.	1%
COc1ccc(/C=N/N=C2/NC(=O)C(c3ccccc3)(c3ccccc3)S2)cc1	0.0%	-0.75	-0.016	0.24	0.33	i	34	-1.5	901	9%	10	804	i	2.5	1.4	8.7	9%
O=C(CN1CCC(n2nnc3cc(F)ccc32)CC1)N1CCCc2ccccc21	1.0%	0.2	-0.32	-0.093	0.0026	i	-11	0.04	1032	20%	.	.	i	5.1	4.8	9.7	8%
CCOc1ccc(C(=O)NCc2cccnc2)cc1[N+](=O)[O-]	-2.6%	-0.13	-0.057	0.16	0.45	i	-34	0.2	1513	11%	-1	708	i	3.1	1.5	2.7	1%

Part of the list above, limited to Dynein cargo inh.
mol,Dynein cargo inh
COc1cc(C(=O)NNC(=O)c2cc(C)[nH]n2)cc(OC)c1OC,0.49
CCOC(=O)c1c(C)[nH]c(C(=O)Cn2nnc(-c3ccc(Cl)cc3)n2)c1C,-0.55
CNC(=O)NNC(=O)c1csc(-c2ccc(C(F)(F)F)cc2Cl)n1,-0.26
Cc1ccc(N=Nc2c(O)[nH]c3ccc(F)cc23)cc1,1.9

Screens: PubChem, several laboratories
